Cneo AK release: Cryptococcus neoformans lysis via adenylate kinase release | C. neoformans lysis, adenylate kinase release luminescence, 4 h; normalised: neutral wells 0, clomiphene wells 100 | lysis activity, % at 15 µM | 360,000 compounds, 0.2% hits | AID 651654;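 active = mean lysis activity across replicates of at least 80%, whatever share of replicates individually reach that level; inactive = mean lysis activity below 80%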
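read-out = cell lysis signal | test system = log-phase Cryptococcus neoformans yeast cells | input = cells at 5 × 10^6 per mL | medium = fresh YPD growth medium | signal = luminescent adenylate kinase detection reagent | timing = 4 h at 37 °C static, read 1 h later | dosing = single dose | controls = Clomiphene as positive lysis control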
Statin myotox sup: protects C2C12 myotubes from simvastatin toxicity; rescue of ATP level, % at 7.49 µM; 330,000 compounds, 0.78% hits; ATP luminescence, 48 h; scaled: DMSO 0, geranylgeraniol control 100;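 active = mean ATP rescue above about 67%, or every replicate alone reaching that limit, limit read from the data, passing the limit was not always enough; inconclusive = no clear call, values can overlap the other calls; inactive = mean under the limit and some replicate under it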;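 also: myotubes were challenged with 10 µM simvastatin during compound exposure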
GSIS activator: primary screen for activators of insulin secretion dependent on glucose, INS-1E cells, GLuc reporter luminescence. INS-1E GLuc reporter insulin secretion, 2-3 h. activation, % at 16.6 µM. 370,000 compounds, 0.61% hits. AID 743287;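 active = lowest replicate activation of at least 40%, so every replicate reaches that level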;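 also: 0% = median of neutral control wells and 100% = median of IBMX positive control wells; some compounds called inactive have numbers as strong as hits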
LGR2 antag: inhibitors of bursicon-induced Drosophila LGR2 receptor cAMP signaling; HEK293 LGR2, CRE-luciferase, bursicon-stimulated, 4 h; inhibition, % at 9.99 µM; 380,000 compounds, 0.35% hits; AID 720647;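 active = drop in luminescence signal, shown as inhibition above about 50% in the replicate tests, limit read from the data, passing the limit was not always enough; inconclusive = probably only some replicates passing the limit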;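 also: agonist challenge used bursicon conditioned medium at about half maximal strength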
PglD inh: PglD (C. jejuni) enzyme inhibition | purified PglD enzyme, DTNB colorimetric CoA detection | 360,000 compounds, 0.098% hits | AID 602405 | inhibition, % at 12.5 µM; in the data active = inhibition above about 16%, passing the limit was not always enough; inconclusive = no clear call, values can overlap the other calls; also: strong numbers were not always called active
PAX8 reporter: inhibitors of PAX8 transcriptional activity in RMG-I cells | RMG-I TPO-luciferase reporter, SteadyGlo, 24 h | inhibition, % at 12.6 µM | 360,000 compounds, 1.2% hits;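 active = mean replicate inhibition at least 60% with every replicate also reaching 60%; inconclusive = only one of the two criteria is met; inactive = mean below 60% and not all replicates reaching 60%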;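 also: luciferase light reporting Pax8 driven TPO promoter activity; plate controls were median of neutral control wells for no effect and mitoxantrone controls for full effect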
PGC1a acetyl inh: modulators of PGC1a acetylation. U2OS PGC1a acetylation, AlphaScreen anti-acetyl-lysine; with virally co-expressed GCN5 acetyltransferase. inhibition, % at 15.6 µM. 350,000 compounds, 0.17% hits;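 active = every replicate shows inhibition of at least 40%; inconclusive = mean inhibition at least 40% but some replicate below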;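 also: 0% = neutral control wells and 100% = positive control wells; some results beyond the cut were filed as inactive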
ARNT-TACC3 inh: ARNT/TACC3 interaction disruption; AID 623870; 390,000 compounds, 0.66% hits; inhibition, % at 9.99 µM; AlphaScreen His-ARNT PAS-B/GST-TACC3 binding, luminescence; TACC3 fragment carries E629A point mutation; Q9Y6A5;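 active = mean inhibition of replicates at least 50% and at least half of replicates each reaching 50%; inconclusive = half or more replicates reach 50% but mean below 50%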;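 also: 0% = complete ARNT plus TACC3 wells and 100% = ARNT alone without TACC3; many hits fall short of the cut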
An asterisk follows results filed as active; ? = inconclusive; nt = not tested or not shown.

Every second line gives: LGR2 antag, PAX8 reporter, Cneo AK release, PglD inh, Statin myotox sup, PGC1a acetyl inh, ARNT-TACC3 inh, GSIS activator
O=C(OCCOCCN=C1NS(=O)(=O)c2ccccc21)c1ccccc1Br
 : 4, 7, 1, -5, 0, 1, 0, 15
CCCS(=O)(=O)c1nc(S(=O)(=O)c2ccc(C)cc2)c(NCCN2CCOCC2)s1
 : nt, nt, 3, -2, -3, 3, nt, nt
CCC1CCCCN1CCCNC(=O)Cn1ncc2c(C)n(Cc3ccccc3Cl)c(C)c2c1=O (stereo not drawn)
 : 7, -15, 6, 3, -1, -9, nt, 3
O=C(CSc1nnc(Cc2ccccc2)o1)Nc1ccc(Br)cn1
 : nt, -1, 3, -1, -2, 6, -11, nt
COc1ccccc1NS(=O)(=O)c1ccc(C)c(C(=O)NCC2(N(C)C)CCCCC2)c1
 : 6, 5, 3, -5, 0, nt, 17, 42
O=C(Cc1ccccc1[N+](=O)[O-])N/N=C/c1cccnc1
 : -5, 19, 0, -1, 1, 3, 0, 37
CCc1nnc(NS(=O)(=O)c2ccc(NC(=S)NC(=O)/C=C/c3ccccc3)cc2)s1
 : 11, 25, nt, nt, nt, nt, 13, -32
COc1ccc2oc(=Nc3ccccc3)c(-c3nc4ccccc4[nH]3)cc2c1
 : -9, -98, -13, 2, nt, 4, nt, 82
O=C(Cn1nc([N+](=O)[O-])nc1Br)NC1CCCCC1
 : 10, 0, 0, -2, nt, -6, 1, -4
C[C@H](NC(=O)OC(C)(C)C)C(=O)N/N=C/C1=Cc2ccccc2OC1
 : 13, -1, -1, 5, -18, -4, 4, -16
O=C(NCC1CC1)[C@H]1[C@H](CO)[C@H]2Cn3c(ccc(-c4cccc(F)c4)c3=O)[C@H]2N1CC1CC1
 : 12, nt, 2, -4, 30, nt, 5, -7
O=C(C[C@@H]1C[C@@H]2c3cc(NC(=O)c4cccnc4)ccc3O[C@@H]2[C@@H](CO)O1)NCc1cccc(F)c1
 : 6, 10, -7, -1, 2, -8, -10, -3
COc1ccc(N(CC(=O)N2CCc3ccccc3C2)S(C)(=O)=O)cc1Cl
 : -2, 25, 0, -4, 26, nt, -3, -7
CCOC(=O)[C@H]1[C@H]2COc3ccc(C)cc3[C@@H]2N2C(=O)c3cc(F)c(F)cc3NC(=O)[C@@]12C
 : 13, 6, 7, 2, 9, 1, -2, -5
COc1ccc(CNC(=O)c2cc(=O)c3ccccc3o2)cc1
 : 11, 14, 0, 11, -5, nt, -2, -14
NC(=O)N/N=C/C=C/c1ccc(F)cc1
 : -2, -4, 3, 0, 7, -10, -3, 1
CCN(CC)CCOCCOC(=O)C1(c2ccccc2)CCCC1
 : -8, 16, -1, -5, 6, 0, -2, 9
C[C@@H]1CCCCO[C@@H](CN(C)CC2CCCCC2)[C@H](C)CN([C@@H](C)CO)C(=O)c2cc(NS(=O)(=O)c3cccs3)ccc2O1
 : 1, -9, 0, 0, nt, -9, 2, 22
C[C@H](CO)N1C[C@H](C)[C@@H](CN(C)C)Oc2ccc(NS(C)(=O)=O)cc2CC1=O
 : 0, -15, -1, -4, -8, 3, -4, 16
FC(F)(F)c1ccc(NC(=S)NC2CCCCC2)cc1
 : -9, -80, 37, 4, -17, 4, 1, 4
COc1cccc(NC(=O)N(C)C[C@@H]2Oc3cc(C#Cc4ccccc4)ccc3S(=O)(=O)N([C@H](C)CO)C[C@H]2C)c1
 : 27, -4, 1, 2, -56, -8, -5, -2
N#C[C@H]1[C@H](c2ccccc2C2=CCCC2)[C@@H](CO)N1C(=O)Cc1ccncc1
 : -1, -20, nt, nt, nt, -4, nt, 1
CCOc1cc2c(cc1OCC)C(C(=O)O)C(c1ccc(OC)c(O)c1)N(C)C2=O (stereo not drawn)
 : nt, -10, -1, -4, 1, -20, -1, nt
COc1ccc2c(c1)sc(=N)n2C
 : -8, 3, 4, 2, -35, 13, 4, -49
Cc1noc(C)c1C(=O)N1CCC1(C)C(=O)NS(=O)(=O)c1ccc(F)cc1F (stereo not drawn)
 : -4, -8, 4, 4, 5, -2, nt, 6
CCN(CC)C(=O)C1CCN(S(=O)(=O)c2ccc3c(c2)CCCN3C(=O)C2CCC2)CC1
 : 14, 10, 1, -1, -6, -10, 2, -14
C=C1CCN([C@@H](Cc2ccccc2)C(=O)O)S(=O)(=O)c2ccccc21
 : 8, -11, 2, -2, -17, 6, -3, 6
CCn1cc(-c2n[nH]c(=S)n2-c2ccc(C)cc2Br)c(=O)c2ccc(C)nc21
 : nt, -2, -2, -4, -1, nt, -3, nt
O=C(O)c1ccccc1NS(=O)(=O)c1cccc(-n2sc3ccccc3c2=O)c1
 : -1, 54, -2, 3, ?, 2, -4, 13
C=CCNC(=O)c1oc2ccc(S(=O)(=O)N(CC)CC)cc2c1C
 : -2, nt, -2, 7, -26, 9, -6, -4

Next part; the last 6 above are carried over.
Every second line gives: LGR2 antag, PAX8 reporter, Cneo AK release, PglD inh, Statin myotox sup, PGC1a acetyl inh, ARNT-TACC3 inh, GSIS activator
Cc1noc(C)c1C(=O)N1CCC1(C)C(=O)NS(=O)(=O)c1ccc(F)cc1F (stereo not drawn)
 : -4, -8, 4, 4, 5, -2, nt, 6
CCN(CC)C(=O)C1CCN(S(=O)(=O)c2ccc3c(c2)CCCN3C(=O)C2CCC2)CC1
 : 14, 10, 1, -1, -6, -10, 2, -14
C=C1CCN([C@@H](Cc2ccccc2)C(=O)O)S(=O)(=O)c2ccccc21
 : 8, -11, 2, -2, -17, 6, -3, 6
CCn1cc(-c2n[nH]c(=S)n2-c2ccc(C)cc2Br)c(=O)c2ccc(C)nc21
 : nt, -2, -2, -4, -1, nt, -3, nt
O=C(O)c1ccccc1NS(=O)(=O)c1cccc(-n2sc3ccccc3c2=O)c1
 : -1, 54, -2, 3, ?, 2, -4, 13
C=CCNC(=O)c1oc2ccc(S(=O)(=O)N(CC)CC)cc2c1C
 : -2, nt, -2, 7, -26, 9, -6, -4
Nc1c(C(=O)c2ccccc2)oc2ccccc12
 : nt, -77, -4, -3, nt, 28, -2, nt
Nc1nc2nc(-c3ccc(OCc4ccccc4)cc3)cc(C(F)(F)F)n2n1
 : nt, -12, -1, 0, 31, 9, -7, nt
C[C@@H]1CN([C@@H](C)CO)C(=O)c2cc(-c3ccccc3)cnc2O[C@@H]1CN(C)C(=O)c1cccc(F)c1
 : -9, nt, nt, nt, -5, 3, nt, 2
CSc1cccc(NC(=S)N2CCC(N(C)C3CCCCC3)CC2)c1
 : -7, 23, 0, -2, 2, -7, 7, -27
COc1ccc(CN2CCNC(=O)C2CC(=O)N(C)C2CCCCC2)cc1OC (stereo not drawn)
 : -18, -2, 0, -2, 3, -2, nt, -3
O=C(CSc1nnc(Cc2cccs2)n1C1CCCCC1)N1CCN(C(=O)c2ccco2)CC1
 : nt, 74*, 4, -1, -16, -11, nt, nt
N#Cc1ccc(CN2CCN(C(=O)Cn3nc(C(N)=O)c4ccccc4c3=O)CC2)cc1
 : -3, -27, 0, 7, -8, nt, 2, 2
CCOC(=O)C1=C(CC)OC(N)=C(C#N)C1c1ccc(NC(C)=O)cc1 (stereo not drawn)
 : -4, 1, nt, nt, nt, nt, -6, 27
CCC(=O)N(C)C[C@H]1Oc2cc(-c3ccccc3C)ccc2S(=O)(=O)N([C@@H](C)CO)C[C@@H]1C
 : 8, nt, 0, 4, -18, -31, -22, -9
Cc1cc(=O)[nH]c(SCC(=O)NCc2ccc3c(c2)OCO3)n1
 : -6, -11, nt, nt, -1, nt, -9, 2
O=C(NCc1ccccc1)N1CCN(c2ccc(Cl)c(Cl)c2)CC1
 : nt, nt, 0, -3, 31, -23, -1, nt
Cc1cc(=O)[nH]c(SCC(=O)NCCOc2ccccc2)n1
 : -8, nt, 1, -3, 2, -6, -10, 5
O=C(Nc1nnc(C2=COCCO2)o1)c1cccc([N+](=O)[O-])c1
 : -5, -13, 0, 1, 6, nt, 13, 6
CCCCCCCCOC(=O)CCn1[nH]c(=O)c2ccccc2c1=O
 : nt, 34, -3, -5, -25, 8, -6, nt
CCN(CC)C(=O)Cn1cc(C(=O)C(=O)NCCc2c[nH]c3ccccc23)c2ccccc21
 : 4, 15, 0, 1, 1, 20, -7, 12
CCCNC(=O)N(C)C[C@H]1Oc2ncc(C#CCc3ccccc3)cc2C(=O)N([C@@H](C)CO)C[C@H]1C
 : -1, -20, -2, -2, 3, -2, -2, -7
COc1cc(CC(=O)OCC(=O)N2CCCCC2C)cc(OC)c1OC (stereo not drawn)
 : 10, -3, -3, -3, 8, nt, -7, 8
Cc1ccc(N(CC(=O)Nc2ccc3c(c2)OCCO3)S(=O)(=O)c2c(C)noc2C)cc1
 : 20, nt, -2, 0, nt, -6, 0, -41
Cc1nn(C)c(C)c1S(=O)(=O)N1CCC(CO)(CC2CCCCO2)CC1 (stereo not drawn)
 : -17, 11, 0, -2, 7, 5, -8, 3
COc1ccc(CC(=S)N2CCOCC2)cc1OC
 : nt, -14, 1, -4, 6, 2, -5, nt
CCOCc1c(C(=O)OCC(=O)Nc2ccc(C)c(S(=O)(=O)N(C)C)c2)oc2ccccc12
 : 3, -1, nt, nt, nt, nt, -2, -35
CCN(CC)c1nc2n(c(=O)n1)CCO2
 : nt, -15, 4, 2, nt, -7, nt, nt
CCOC(=O)c1c(Cc2cccc(Cl)c2)c[nH]c1C
 : 6, -2, nt, nt, nt, nt, 32, -32
COCCCn1c(Cc2csc(Nc3cccc(Cl)c3)n2)nnc1SCC(=O)OC
 : -6, nt, 7, 0, 11, 21, 14, -13
Cc1cccc(-c2nc(NCCCN(C)C)c3ccccc3n2)c1
 : nt, 6, -2, 1, 9, 22, 9, 2
CC1=C(C(=O)OCc2ccccc2)C(c2cccs2)NC(=O)N1CCCC(=O)O (stereo not drawn)
 : -6, -1, 2, 2, 6, 5, -11, 1
COc1ccc(NC(=O)COc2ccc(Br)cc2)c(OC)c1
 : -6, -10, -2, -12, 11, nt, -2, -13
CCOC(=O)c1ccc(N=C2SC(C(=O)NC)CC(=O)N2Cc2ccc(F)cc2)cc1 (stereo not drawn)
 : -2, 5, -3, 0, -15, -4, -2, -2
